N370S GC mod = inhibits or activates N370S mutant glucocerebrosidase; Potency, µM (top dose mostly 59.4 µM), inactives show at the top dose activity change, negative = inhibition, most hits filed as inhibitors; AID 2101; N370S GC spleen homogenate, 4MU-glucoside fluorescence; hit rate 0.092% among 330,000;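 further: 0% = full enzyme activity and -100% = no enzyme basal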
TDP1 inh = inhibitors of human tyrosyl-DNA phosphodiesterase TDP1 | recombinant TDP1, AlphaScreen DNA substrate cleavage | Potency, µM (series often up to 130 µM), for the others: at the highest dose activity change, negative = inhibition, usual class: inhibitors | hit rate 0.28% among 350,000 | AID 485290; further: nearly all actives have a fitted effect of over 40% in size
Target sequence (Q9NUW8 whole entry, looked up): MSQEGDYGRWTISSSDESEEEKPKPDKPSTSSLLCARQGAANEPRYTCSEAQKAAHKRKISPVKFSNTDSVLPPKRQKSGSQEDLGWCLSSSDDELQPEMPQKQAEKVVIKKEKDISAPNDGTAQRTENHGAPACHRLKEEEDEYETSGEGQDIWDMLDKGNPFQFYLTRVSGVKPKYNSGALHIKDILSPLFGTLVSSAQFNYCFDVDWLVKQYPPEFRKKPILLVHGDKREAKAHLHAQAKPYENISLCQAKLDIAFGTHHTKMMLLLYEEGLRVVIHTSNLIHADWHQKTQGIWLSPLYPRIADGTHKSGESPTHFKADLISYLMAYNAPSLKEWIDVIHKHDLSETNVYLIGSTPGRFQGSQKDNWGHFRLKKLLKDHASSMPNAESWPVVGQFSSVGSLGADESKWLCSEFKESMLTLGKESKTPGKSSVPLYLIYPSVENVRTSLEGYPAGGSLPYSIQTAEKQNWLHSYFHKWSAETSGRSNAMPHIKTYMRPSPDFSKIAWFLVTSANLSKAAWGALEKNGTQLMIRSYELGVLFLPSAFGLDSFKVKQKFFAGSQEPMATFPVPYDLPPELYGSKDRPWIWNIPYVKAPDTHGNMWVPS
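Enzyme-compound mixtures sat 15 min at room temperature, followed by a 5 min reaction with 15 nM final substrate and 10 min with AlphaScreen beads. Recombinant human Tdp1 was used at 1 nM final.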
DT40 TDP1 no CPT = qHTS for Inhibitors of human tyrosyl-DNA phosphodiesterase 1 (TDP1): qHTS in cells in absence of CPT | hit rate 15% among 420,000 | Potency, µM (series often up to 46.2 µM), inactives show top-dose activity change, negative = growth inhibition, usual class: inhibitors | AID 686978, 2013 | DT40 Tdp1-/- hTDP1 cells, no CPT, ATP luminescence, 48 h; further: nearly all actives have a fitted effect of over 55% in size
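Compound effects on proliferation are scored in DT40 Tdp1-/-;hTDP1 cells in the absence of CPT. ATP levels (CellTiter-Glo luminescence) are recorded after a ≥48 hr, 37 °C incubation.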
The depositor's hits bear a star; u = inconclusive; x = not tested or not shown; [ ] = dose if it differs, or a comment. The call rests on the fitted dose curve; in most records, active means well fitted curve in the direction sought with a large enough effect; inconclusive means small, poorly fitted or top-dose-only effect, or another doubt; inactive means no such curve, though single readings can be large; an effect the other way counts as inactive or inconclusive. Unless noted, on the % scale 0 is the no-effect control and ±100 the full control effect; potency means the concentration at half of the fitted maximal effect. A portion of the library. The share of hits here may be higher or lower than overall.

SMILES	N370S GC mod	TDP1 inh	DT40 TDP1 no CPT
COCCCn1c(-c2ccc(S(=O)(=O)N3CCOCC3)cc2)csc1=Nc1ccccc1	-1%	7%[12.3 µM]	15µM*
Cc1cccc(NC(=O)c2ccc3snnc3c2)c1	x	-3%	-6%
N#CCCN/N=C(/Cc1nc2ccccc2[nH]1)c1cccc(Cl)c1	-4%	9%	u
Cc1ccccc1-c1cc(=O)c2c(O)cccc2o1	u	x	-23%
C=CCN(CC=C)C(=S)NCCc1ccc(OC)c(OC)c1	3%	2%	-28%
Cc1cc(=O)oc2cc(OCC(=O)OCC(=O)NC3CC3)ccc12	10%	-2%	-1%
O=C(NCc1ccccc1)C(c1ccc(Cl)cc1)N(C(=O)c1csnn1)C1CC1 (stereo not given)	-22%	11%	-11%
Cc1noc(/C=C/c2ccccn2)c1[N+](=O)[O-]	-1%	6%	21µM*
CC(=O)Nc1ccc(S(=O)(=O)NC2=NCN(c3cccc([N+](=O)[O-])c3)CN2)cc1	-5%	3%	-6%
COc1ccc(-c2c(NC(=O)c3ccco3)oc3c(C)cccc3c2=O)cc1OC	1%	4%	u
CCCNS(=O)(=O)c1ccc(NC(=O)c2cccnc2)cc1	7%	5%	-14%
Cc1cc(C)n2nc(CNC(=O)c3ccc(Cl)cc3)nc2n1	x	3%	-4%
COc1ccc(NC(=O)c2ccc(NC(=O)COC(=O)c3cnc(C)cn3)cc2)cc1	-3%	x	-20%
CCOc1ccc(C)cc1S(=O)(=O)n1cnc2ccccc21	u	5%	4.1µM*
CCCCc1nc2ccccc2n1Cc1nnc2n1-c1ccccc1SC2	-4%	6%	-28%
CCN1/C(=C/c2sc(-c3ccccc3C)c[n+]2C)Sc2ccccc21	-6%	6%	0.21µM*
CC(=O)N/C(=N\c1nc(C)cc(C)n1)Nc1ccc2ccccc2c1	-2%	x	u
Nc1nnc(Cc2ccc(Cl)c(Cl)c2)s1	3%	3%	u
Cc1ccccc1NC(=O)N1CCN(C/C=C/c2ccccc2)CC1	-3%	0%	u
Cc1cccc(C(=O)Oc2ccc(/C=N/O)cc2)c1	18%	-2%	-5%
Cc1ccc(S(=O)(=O)N2CCN(Cc3cc4c(cc3Br)OCCO4)CC2)cc1	x	0%[56.1 µM]	u
O=[N+]([O-])c1cc(-c2nc(-c3ccccc3)no2)ccc1NCCc1ccccc1	x	9%	-13%
COc1ccc(-c2nn(-c3ccccc3)cc2/C=N/Nc2ccc3ccccc3n2)cc1OC	u	10%	4.1µM*
COc1ccc(CCNC(=O)COc2ccc(S(=O)(=O)N3CCOCC3)cc2)cc1OC	-9%	0%	-14%
COC(=O)CCC(=O)Nc1cc(Cl)cc(Cl)c1	10%	9%	-5%
Cn1nnnc1SCc1ccc(C(=O)Nc2nccs2)cc1	2%	5%	-24%
Cc1cccc(Cn2cc(/C=C/[N+](=O)[O-])c3ccccc32)c1	-5%	2%	u
CCC(Oc1ccccc1OC)C(=O)Nc1ccc2c(c1)OCO2 (stereo not given)	2%	x	-29%
Cc1cc(=O)oc2cc(NC(=O)C(CCCN=C(N)N)NC(=O)OCc3ccccc3)ccc12 (stereo not given)	-15%	x	-5%
COc1ccccc1N1CCN(C(C)C(=O)Nc2ccc(S(=O)(=O)N3CCOCC3)cc2)CC1 (stereo not given)	5%	-1%	13µM*
O=C(O)c1cc(NC(=O)c2ccc(Br)cc2)cc(NC(=O)c2ccc(Br)cc2)c1	-1%	0%	2%
COc1ccc(NS(=O)(=O)c2ccc(OC)c(NC(=O)CCC3CCCC3)c2)cc1	4%	3%	u
CCOc1cccc2c1OC1(C)CC2NC(=O)N1c1cccc(F)c1 (stereo not given)	-11%	8%	4%
N#C/C(=C\c1ccccc1[N+](=O)[O-])C(=O)Nc1ccc(S(N)(=O)=O)cc1	0%	x	-20%
CCN(CC)C(=O)Cn1cc(S(=O)(=O)CC(=O)N2CCCCCC2)c2ccccc21	0%	0%	-3%
O=C(CSc1nnc(-c2cccnc2)n1CCc1ccccc1)NCc1ccccc1	2%	0%	0%
COc1ccc(C(=O)N/N=C/c2c(CO)cnc(C)c2O)cc1	-10%	8%	23µM*
O=C(Nc1ccccc1C(=O)NCc1cccnc1)c1ccccc1F	0%	1%	23%
CCc1cc2c(=O)c(-c3cnn(-c4ccccc4)c3)c(C(F)(F)F)oc2c(CN(C)C)c1O	9%	3%	4%
O=[N+]([O-])c1ccc(-c2nc(=S)c3c(o2)CCCC3)cc1	0%	8%	-12%
CCn1nnc(NC(=O)COc2ccc([N+](=O)[O-])cc2)n1	0%	x	4%
CCCCN(C(=O)CN1C(=O)C2CC=CCC2C1=O)c1c(N)n(CCC)c(=O)[nH]c1=O (stereo not given)	4%	3%	1%
Cc1cc(C)n2nc(SCC(=O)c3ccc[nH]3)nc2n1	1%	-7%	1%
Cc1cc(F)ccc1S(=O)(=O)N1CCCOC1CNC(=O)C(=O)NCc1ccc2c(c1)OCO2 (stereo not given)	-4%	4%	-3%
Cc1cc(NC(=O)[C@H](C)NC(=O)c2ccco2)ccc1Br	-18%	x	-28%
COc1ccc2c(=O)cc(C(=O)O)oc2c1	4%	0%	-6%
COc1ccc(OCCSc2nc(N)cc(=O)[nH]2)cc1	-2%	-10%	-22%
COC(=O)c1cc(Br)c(=O)n(CCc2ccc(F)cc2)c1	7%	1%	-10%
COc1ccc(NC(=O)C2Cc3ccccc3CN2C(=O)c2ccccc2)cn1 (stereo not given)	22%	2%	-23%
CCOc1ccc(S(=O)(=O)NNC(=S)Nc2ccc(Br)cc2)cc1	-3%	8%	u
Cc1ccc(S(=O)(=O)/N=C(/c2ccc(F)cc2)N2CCCCC2)cc1	10%	8%	-3%
CCN(C(=O)COC(=O)c1ccc(F)c(S(=O)(=O)N2CCOCC2)c1)C1CCS(=O)(=O)C1 (stereo not given)	-1%	-1%	7%
COc1ccc(/C=N/Nc2cc(C)nc3ccc(Br)cc23)cc1	-24%	x	8.2µM*
Cc1cccc(NC(=O)c2nc[nH]c2C(=O)NCC(=O)OCc2ccccc2)c1	10%	11%	u
O=C1CCC(C(=O)OCc2nnc(-c3ccc(Br)cc3)o2)=NN1	x	1%	2%
CC(C)NCc1cc(Br)ccc1OCc1ccccc1	-5%	5%	u
CCc1cc(=O)oc2c3c(cc(OCC(=O)NCc4cccnc4)c12)OC(C)(C)CC3	25%	x	21µM*
CCc1ccccc1N1CC(C(=O)Nc2cc(C)on2)CC1=O (stereo not given)	-1%	x	-1%
Cc1nnc(-c2cccc(Br)c2)c2cn(-c3cccc(Br)c3)nc12	19%	-5%	16µM*
Cc1ccc(NC(=O)CSc2cn(CC(=O)N3CCCC3)c3ccccc23)cc1Cl	x	5%	u

Later entries.
SMILES	N370S GC mod	TDP1 inh	DT40 TDP1 no CPT
COc1ccc(NC(=O)c2oc3ccccc3c2NC(=O)Cc2coc3ccc(C)cc23)cc1	x	5%	u
Cc1ccc(-n2nc3c(=O)n(CCCC(=O)NCCc4ccccc4C)nc(C)c3c2C)cc1	5%	1%	12µM*
CCNc1nc(NCC)nc(N(CC)C(N)=S)n1	u	8%	3%
O=S(=O)(/N=C(/c1ccccc1)N1CCOCC1)c1ccc(Br)cc1	-13%	5%	16%
CN1CCN(c2ncc3nc(-c4ccccc4)c(=O)n(C)c3n2)CC1	14%	x	-16%
Cc1ccc(NNC(=S)Nc2ccc(C(C)C)cc2)c(C)c1	u	9%	16µM*
C=CCN1CN(S(=O)(=O)c2ccc(OC)cc2)c2nc3ccccc3nc21	-6%	2%	11%
O=C(O)CCC(=O)NCc1ccc(C(=O)O)cc1	8%	-6%	-30%
COc1ccc(CCNc2nc(-c3ccco3)cc(C(F)(F)F)n2)cc1OC	-2%	3%	u
COc1ccc(OC)c(CCNc2nc3cc(OC)c(OC)cc3c3nc(-c4cccnc4)nn23)c1	x	1%	-16%
OCC(CO)(CO)N=Cc1c(O)ccc2ccccc12	-1%	4%	u
COc1ccc(N2CCN(C(=O)CCc3c(C)nc4cc(-c5ccc(Cl)cc5)nn4c3C)CC2)cc1	x	3%	-29%
CC(C)OCCCNc1nc(-c2ccccc2)nc2ccccc12	1.8µM*	-3%	15µM*
Cc1nnc(SCC(=O)N(Cc2ccccc2)C(C)(C)C)[nH]c1=O	-3%	0%	5%
O=C(CSc1ncn[nH]1)NCc1ccc(Cl)cc1	-8%	0%	2%

An excerpt from above in order of length of the SMILES, lowest first:
SMILES	N370S GC mod	TDP1 inh	DT40 TDP1 no CPT
CCNc1nc(NCC)nc(N(CC)C(N)=S)n1	u	8%	3%
O=C(CSc1ncn[nH]1)NCc1ccc(Cl)cc1	-8%	0%	2%
CC(C)OCCCNc1nc(-c2ccccc2)nc2ccccc12	1.8µM*	-3%	15µM*
Cc1nnc(SCC(=O)N(Cc2ccccc2)C(C)(C)C)[nH]c1=O	-3%	0%	5%
COc1ccc(NC(=O)c2oc3ccccc3c2NC(=O)Cc2coc3ccc(C)cc23)cc1	x	5%	u
Cc1ccc(-n2nc3c(=O)n(CCCC(=O)NCCc4ccccc4C)nc(C)c3c2C)cc1	5%	1%	12µM*

Gathered by group, the entries above containing a cyano group.
SMILES	N370S GC mod	TDP1 inh	DT40 TDP1 no CPT
N#CCCN/N=C(/Cc1nc2ccccc2[nH]1)c1cccc(Cl)c1	-4%	9%	u
N#C/C(=C\c1ccccc1[N+](=O)[O-])C(=O)Nc1ccc(S(N)(=O)=O)cc1	0%	x	-20%

(cont.)
SMILES	N370S GC mod	TDP1 inh	DT40 TDP1 no CPT
C[C@@H]1C[C@@H]([C@@H](C)CC2CC(=O)NC(=O)C2)C(=O)[C@@H](C)C1	-4%	7%	x
C=CCOC(=O)C1C(=O)CC(C)(O)C(C(=O)OCC=C)C1c1ccc(N(C)C)cc1 (stereo not given)	3%	0%	-4%
Cc1cc(C)n(-c2nc(C(=O)O)cs2)n1	-6%	-3%	-2%
COc1ccccc1/C=C/C(=O)c1ccccc1	u	3%	13µM*
COc1ccccc1NC(=O)/C=C/C(=O)O	6%	8%	15%
Cc1ccc(NC(=O)/C=C/c2ccc([N+](=O)[O-])s2)cc1	-7%	0%	3.7µM*
Cc1ccc(NC(=O)CN2C(=O)C(c3ccc(F)cc3)=NC23CCCCC3)c(C)c1	x	8%	u
Cc1ccc(Sc2ncccc2COC(=O)Nc2c(C)cccc2C)cc1	5%	-3%	u
Cc1ccc2c(c1)[C@@H]1[C@H](CO2)[C@H](c2ccccc2)[C@]2(C)C(=O)N[C@H](C)C(=O)N12	x	0%	u
CN(c1ccccc1)S(=O)(=O)c1ccc(C(=O)NCc2ccccc2F)cc1	x	2%	u
ClCc1nnc(-c2cc3c(s2)CCCC3)o1	4%	5%	16µM*
Cc1cccc2c1-c1sc(C(=O)N(C)c3cccc(Cl)c3)cc1CO2	x	u	u
O=C(NCC1CCCO1)c1c(O)c2ccccc2[nH]c1=O (stereo not given)	4%	6%	-26%
O=C(c1nc2ccccn2c1CN1CCC(Cc2ccccc2)CC1)N1CCCC1	-2%	3%	23µM*
COc1ccc(C(=O)NC(=S)NNC(=O)c2c(-c3ccccc3)noc2C)cc1OC	-3%	12%	u

Fetched by structure from the list above (3):
SMILES	N370S GC mod	TDP1 inh	DT40 TDP1 no CPT
Cc1ccc(Sc2ncccc2COC(=O)Nc2c(C)cccc2C)cc1	5%	-3%	u
O=C(NCC1CCCO1)c1c(O)c2ccccc2[nH]c1=O (stereo not given)	4%	6%	-26%
Cc1ccc2c(c1)[C@@H]1[C@H](CO2)[C@H](c2ccccc2)[C@]2(C)C(=O)N[C@H](C)C(=O)N12	x	0%	u

(more compounds)
SMILES	N370S GC mod	TDP1 inh	DT40 TDP1 no CPT
CN1CCN(CCCCOc2ccc(Br)cc2)CC1	4%	x	u
CC(C)NC(=O)c1ccc2c(c1)N(CC(=O)N1CCCCC1)C(=O)C(C)(C)O2	-4%	2%	-23%
Cc1ccc(C(=O)NC(=S)Nc2ccc(NC(=O)c3cccc(Cl)c3)cc2)cc1	0%	-1%	u
CC(=O)N1CCN(c2nc(C)nc3sc4c(c23)CCC(C)C4)CC1 (stereo not given)	6%	2%	-22%
O=C(CSc1n[nH]c(=O)n1C1CC1)c1c[nH]c2ccccc12	x	0%	-4%
COc1ccc2c3c(c(=O)oc2c1OCC(=O)O)CCCC3	9%	-1%	3%
CCOc1cc(/C=N/NC(=O)c2ccc(CN3CCOCC3)cc2)ccc1OC	-2%	3%	-24%
COc1cc(/C=C2/SC(=Nc3ccc(O)cc3)NC2=O)ccc1O	-22%	6%	0.65µM*
O=C(CSc1nc2ccccc2n1Cc1ccc(F)cc1)N1CCN(c2ccc(F)cc2)CC1	x	1%	u
Cn1c(=O)c2ncn(CC(=O)N/N=C/C=C/c3ccccc3)c2n(C)c1=O	10%	3%	-18%
COC(=O)c1ccc(N2C(=O)C3CC=CC(C)C3C2=O)cc1 (stereo not given)	-19%	0%	1%
CCc1ccc([C@@H]2CC=C(C(=O)O)[C@H](c3ccc(C)cc3)N2S(=O)(=O)c2ccc(C)cc2)cc1	x	2%	-4%
CC(C)(CNC(=O)CC1C(=O)NCCN1Cc1cccc(F)c1)N1CCOCC1 (stereo not given)	-1%	4%	10%
COCc1cc(C)nc(SC)c1C#N	6%	2%	-1%
COC(=O)N1CCC2(CCN(C(=O)NC(C)C)CC2)CC1	4%	x	-4%
